Screens as filed in PubChem.
RGS7-Gao: RGS7-Galphao binding modulators, primary screen, biochemical, multiplexed bead flow cytometry; Guanine nucleotide-binding protein G(o) subunit alpha (Homo sapiens), P09471; actives lie on both sides; binding response (% of control), % at 10 µM; 220,000 tested, 0.35% active; in the data active = binding response below about 49% or above about 150%;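 note: fluorescent Galphao held in activated GDP-AlF4 state binding bead-coupled RGS7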
GSH fluor: compound fluorescence on glutathione beads, profiling panel, artefact control, biophysical, 488/530 nm, flow cytometry | AID 1776, 2009 | GSH beads flow cytometry, compound fluorescence 488/530 nm; active compounds read high | fluorescence (KMESF) at 10 µM | 190,000 tested, 0.25% active; in the data active = fluorescence above about 89;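 note: glutathione beads carrying GST-tagged Bcl family fusion proteins plus one bare bead set; values are compound well signal with DMSO vehicle wells as background; inactives centre near 16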
Bim-Bcl-W: inhibitors of Bim binding to Bcl-W, primary screen, biochemical, multiplexed, bead-based flow cytometry; Bcl-2-like protein 2 (Homo sapiens), Q92843; Bim peptide-Bcl-W binding; inhibition, % at 10 µM; 190,000 tested, 0.02% active; AID 952, 2007;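 note: 0% = bound tracer without compound and 100% = peptide blocker; higher means less fluorescent Bim peptide bound to Bcl-W beads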
Bcl-B Bim block: inhibitors of Bim-Bcl-B binding, primary screen, biochemical, multiplexed, human Bcl-2 family. Bcl-2-like protein 10 (Homo sapiens), Q9HD36. bead-based flow cytometry, Bim peptide-Bcl-B binding. inhibition, % at 10 µM. 190,000 tested, 0.073% active;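 note: 0% = tracer peptide without compound and 100% = reference inhibitor peptide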
ABCB1 block: ABCB1 efflux pump inhibitors, primary screen, cell-based, multiplex, flow cytometry, ABCG2 counter-screen | CCRF-Adr cells, JC-1 efflux | inhibition, % at 6.6 µM | 190,000 tested, 0.067% active; in the data active = inhibition above about 40%;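 note: 0% = vehicle and 100% = reference inhibitor; higher value means more JC-1 retained so stronger ABCB1 efflux block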
Target sequence (P08183 whole entry, looked up): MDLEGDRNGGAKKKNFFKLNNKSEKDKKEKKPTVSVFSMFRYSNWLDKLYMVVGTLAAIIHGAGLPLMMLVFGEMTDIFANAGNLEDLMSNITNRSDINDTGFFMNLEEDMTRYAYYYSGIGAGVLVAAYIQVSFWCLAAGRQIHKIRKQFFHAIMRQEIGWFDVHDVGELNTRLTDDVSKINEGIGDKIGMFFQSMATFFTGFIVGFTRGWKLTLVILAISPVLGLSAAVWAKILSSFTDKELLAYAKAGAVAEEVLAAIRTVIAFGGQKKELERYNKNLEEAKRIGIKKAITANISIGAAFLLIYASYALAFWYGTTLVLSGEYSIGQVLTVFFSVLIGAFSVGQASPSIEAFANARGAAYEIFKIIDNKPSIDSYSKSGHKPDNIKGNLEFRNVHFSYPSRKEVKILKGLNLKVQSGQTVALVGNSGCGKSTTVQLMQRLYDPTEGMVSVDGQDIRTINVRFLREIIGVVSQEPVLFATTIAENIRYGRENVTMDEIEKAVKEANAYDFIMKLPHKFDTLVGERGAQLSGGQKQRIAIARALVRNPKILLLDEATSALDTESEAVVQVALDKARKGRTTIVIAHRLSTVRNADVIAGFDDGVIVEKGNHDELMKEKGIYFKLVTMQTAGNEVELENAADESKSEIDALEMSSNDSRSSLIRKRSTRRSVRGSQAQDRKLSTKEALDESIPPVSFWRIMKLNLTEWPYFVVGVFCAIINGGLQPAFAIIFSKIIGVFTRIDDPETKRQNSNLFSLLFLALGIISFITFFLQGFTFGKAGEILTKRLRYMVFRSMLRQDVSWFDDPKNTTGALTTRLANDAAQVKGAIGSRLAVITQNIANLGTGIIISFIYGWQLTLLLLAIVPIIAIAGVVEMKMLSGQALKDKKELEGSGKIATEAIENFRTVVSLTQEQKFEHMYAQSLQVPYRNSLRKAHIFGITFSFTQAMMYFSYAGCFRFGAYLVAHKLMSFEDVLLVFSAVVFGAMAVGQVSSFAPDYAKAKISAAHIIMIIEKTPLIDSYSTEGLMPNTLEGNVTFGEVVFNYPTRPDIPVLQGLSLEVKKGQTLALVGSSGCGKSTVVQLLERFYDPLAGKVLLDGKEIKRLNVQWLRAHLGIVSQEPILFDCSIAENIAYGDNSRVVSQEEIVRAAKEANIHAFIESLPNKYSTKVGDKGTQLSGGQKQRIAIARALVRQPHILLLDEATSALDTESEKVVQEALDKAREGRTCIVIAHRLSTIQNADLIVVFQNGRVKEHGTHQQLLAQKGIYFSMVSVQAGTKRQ
RGS4-Gao reg: modulators of RGS4 binding to Galphao, primary screen, biochemical, multiplexed bead flow cytometry. actives lie on both sides. binding response (% of control), % at 10 µM. 220,000 tested, 0.33% active; in the data active = binding response below about 49% or above about 150%; inactive = in between;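 note: fluorescent Galphao activated with aluminum fluoride binding bead-coupled RGS4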
Bcl-XL Bim block: inhibitors of Bim-Bcl-XL binding, primary screen, biochemical, multiplexed, bead flow cytometry, human Bcl-XL | Bcl-2-like protein 1 (Homo sapiens), Q07817 | Bim peptide-Bcl-XL binding, fluorescence | inhibition, % at 10 µM | 190,000 tested, 0.04% active | AID 1007, 2008
Bfl-1 Bim block: inhibitors of Bim binding to Bfl-1, primary screen, biochemical, multiplexed, bead-based flow cytometry. 190,000 tested, 0.12% active. Bim-Bfl-1 binding inhibition. AID 1008, 2008. inhibition, % at 10 µM;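 note: 0% = wells without compound plus tracer and 100% = blocker peptide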
RGS8-Gao reg: RGS8-Galphao binding modulators, primary screen, biochemical, multiplexed bead flow cytometry; 220,000 tested, 0.34% active; actives lie on both sides; response (percent of control binding), % at 10 µM; in the data active = response below about 60% or above about 140%; inactive = in between;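 note: Galphao activated as the GDP aluminium fluoride complex binding bead-coupled RGS8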
ABCG2 inh: ABCG2 efflux pump inhibitors, primary screen, multiplex with ABCB1, IgMXP3 cells, flow cytometry. Broad substrate specificity ATP-binding cassette transporter ABCG2 (Homo sapiens), Q9UNQ0. JC-1 efflux. inhibition, % at 6.6 µM. 190,000 tested, 0.1% active;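 active = inhibition above 80%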;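 note: 0% = DMSO and 100% = nicardipine control wells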
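test system = two drug-resistant human cell lines, ABCG2 and ABCB1 | amount = 3 million cells/mL final, two lines in 1:1 ratio | reagent = JC-1 transporter substrate | doses = one concentration, 6.6 µM final | incubation = 10 min at 25 °C | signal = flow cytometric JC-1 green MFI at 530 nm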
Bim-Bcl-2: inhibitors of Bim-Bcl-2 binding, primary screen, biochemical, multiplexed, human Bcl-2 family; inhibition, % at 10 µM; AID 950, 2007; 190,000 tested, 0.06% active; Bead-based flow cytometry, Bim peptide-Bcl-2 binding; in the data active = inhibition above about 40%;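 note: 0% = no compound wells with probe peptide and 100% = reference peptide inhibitor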
* hit, by the source's call. Cut-off read from the data, not from the text of the source, unless noted: active = inhibition above about 40%.

For CCCC(=O)NC(Nc1ccc(S(=O)(=O)Nc2ncccn2)cc1)(C(=O)OCC)C(F)(F)F (stereo not given) the results were RGS7-Gao 102, GSH fluor 72, Bim-Bcl-W -4, Bcl-B Bim block -3, ABCB1 block 1.3, RGS4-Gao reg 101, Bcl-XL Bim block -3, Bfl-1 Bim block -7, RGS8-Gao reg 101, ABCG2 inh 3 and Bim-Bcl-2 -4.
For CCOc1ccc(Nc2nc(Cc3nnc(SCC(=O)NC4CCCC4)n3C)cs2)cc1 the results were RGS7-Gao 103, GSH fluor 25, Bim-Bcl-W -2, Bcl-B Bim block -6, ABCB1 block 0.9, RGS4-Gao reg 102, Bcl-XL Bim block -7, Bfl-1 Bim block -13, RGS8-Gao reg 102, ABCG2 inh 17 and Bim-Bcl-2 -9.
Nc1nonc1-n1nnc(C(=O)c2ccccc2)c1-c1ccccc1 was read as RGS7-Gao 104, GSH fluor 7, Bim-Bcl-W 5, Bcl-B Bim block -7, ABCB1 block 0.3, RGS4-Gao reg 107, Bcl-XL Bim block -2, Bfl-1 Bim block -12, RGS8-Gao reg 102, ABCG2 inh 3 and Bim-Bcl-2 -2.
CCN(CC)CCOc1ccc2c(c1)C(=NO)c1cc(OCCN(CC)CC)ccc1-2 was read as RGS7-Gao 94, GSH fluor 8, Bim-Bcl-W 0, Bcl-B Bim block 0, ABCB1 block 0.1, RGS4-Gao reg 94, Bcl-XL Bim block 1, Bfl-1 Bim block -1, RGS8-Gao reg 94, ABCG2 inh 0 and Bim-Bcl-2 2.
O=C(CCc1ccc(S(=O)(=O)NCCc2ccccc2)cc1)Nc1ccc2c(c1)OCCO2 was read as RGS7-Gao 90, GSH fluor 12, Bim-Bcl-W -2, Bcl-B Bim block -8, ABCB1 block 0.2, RGS4-Gao reg 94, Bcl-XL Bim block -7, Bfl-1 Bim block -7, RGS8-Gao reg 96, ABCG2 inh 4 and Bim-Bcl-2 -7.
Screening Cc1noc(C)c1CSc1nc2ccccc2nc1NS(=O)(=O)c1ccc(Cl)cc1 returned RGS7-Gao 101, GSH fluor 40, Bim-Bcl-W 0, Bcl-B Bim block -9, ABCB1 block -0.1, RGS4-Gao reg 104, Bcl-XL Bim block 4, Bfl-1 Bim block -10, RGS8-Gao reg 100, ABCG2 inh 1 and Bim-Bcl-2 -11.
`COc1ccc(C(=O)CN2C(=O)NC(C)(c3ccccc3)C2=O)cc1OC` (stereo not given) gave RGS7-Gao 98, GSH fluor 20, Bim-Bcl-W -3, Bcl-B Bim block 0, ABCB1 block 0.5, RGS4-Gao reg 101, Bcl-XL Bim block 0, Bfl-1 Bim block 0, RGS8-Gao reg 99, ABCG2 inh 2 and Bim-Bcl-2 0.
CC1=NN(S(=O)(=O)c2ccc(F)cc2)C(=O)c2ccccc2O1 was read as RGS7-Gao 99, GSH fluor 20, Bim-Bcl-W -2, Bcl-B Bim block -4, ABCB1 block 0.8, RGS4-Gao reg 100, Bcl-XL Bim block -3, Bfl-1 Bim block -5, RGS8-Gao reg 102, ABCG2 inh 2 and Bim-Bcl-2 -3.
For CCn1c(SCC(=O)Nc2cc(C)on2)nnc1-c1ccc(S(=O)(=O)N2CCN(C)CC2)cc1 the results were RGS7-Gao 110, GSH fluor 24, Bim-Bcl-W 0, Bcl-B Bim block -2, ABCB1 block -0.3, RGS4-Gao reg 105, Bcl-XL Bim block 1, Bfl-1 Bim block -5, RGS8-Gao reg 104, ABCG2 inh 0 and Bim-Bcl-2 -4.
`CN1CCN(NC(=O)c2cccc(S(=O)(=O)N3CCCCCC3)c2)CC1` gave RGS7-Gao 89, GSH fluor 12, Bim-Bcl-W -3, Bcl-B Bim block -5, ABCB1 block 1.3, RGS4-Gao reg 96, Bcl-XL Bim block -1, Bfl-1 Bim block -7, RGS8-Gao reg 98, ABCG2 inh 5 and Bim-Bcl-2 -3.
Screening O=C(Nc1cccc(Cl)c1Cl)c1cc(S(=O)(=O)NCCc2ccccc2)ccc1F returned RGS7-Gao 96, GSH fluor 24, Bim-Bcl-W -5, Bcl-B Bim block -8, ABCB1 block 0.2, RGS4-Gao reg 97, Bcl-XL Bim block -5, Bfl-1 Bim block 0, RGS8-Gao reg 99, ABCG2 inh 16 and Bim-Bcl-2 0.
Screening N#Cc1ccc(-c2csc(NNC(=O)c3ccccc3)n2)cc1 returned RGS7-Gao 102, GSH fluor 18, Bim-Bcl-W 5, Bcl-B Bim block 3, ABCB1 block -0.2, RGS4-Gao reg 101, Bcl-XL Bim block 4, Bfl-1 Bim block 0, RGS8-Gao reg 97, ABCG2 inh 0 and Bim-Bcl-2 2.
`Cc1ccc(NC(=O)C2CCN(C(=O)NC3CCCCC3)CC2)cc1Cl` gave RGS7-Gao 100, GSH fluor 23, Bim-Bcl-W -1, Bcl-B Bim block -3, ABCB1 block 0.5, RGS4-Gao reg 105, Bcl-XL Bim block 0, Bfl-1 Bim block 0, RGS8-Gao reg 102, ABCG2 inh 4 and Bim-Bcl-2 1.
Screening COCCNC(=O)/C(=C/c1ccccc1Cl)c1ccccc1 returned RGS7-Gao 105, GSH fluor 10, Bim-Bcl-W -3, Bcl-B Bim block -8, ABCB1 block 10, RGS4-Gao reg 106, Bcl-XL Bim block -4, Bfl-1 Bim block -3, RGS8-Gao reg 106, ABCG2 inh 8 and Bim-Bcl-2 -5.
Cc1nc(NC(=O)C2CC2)sc1C(=O)NC1CCCCC1 was read as RGS7-Gao 97, GSH fluor 11, Bim-Bcl-W 0, Bcl-B Bim block 0, ABCB1 block 0.7, RGS4-Gao reg 100, Bcl-XL Bim block 1, Bfl-1 Bim block -4, RGS8-Gao reg 98, ABCG2 inh 7 and Bim-Bcl-2 -1.
`COC(=O)C(=C/C=C/c1cccnc1)C(=O)OC` gave RGS7-Gao 103, GSH fluor 9, Bim-Bcl-W 2, Bcl-B Bim block -1, ABCB1 block 1.2, RGS4-Gao reg 101, Bcl-XL Bim block -2, Bfl-1 Bim block 0, RGS8-Gao reg 103, ABCG2 inh 5 and Bim-Bcl-2 0.
`CCSc1ccccc1C(=O)Nc1nc2ccccc2c(=O)[nH]1` gave RGS7-Gao 96, GSH fluor 27, Bim-Bcl-W 0, Bcl-B Bim block -7, ABCB1 block 0.7, RGS4-Gao reg 101, Bcl-XL Bim block -5, Bfl-1 Bim block -7, RGS8-Gao reg 101, ABCG2 inh 4 and Bim-Bcl-2 -4.
`CC(C)OC(=O)CSc1nnc(CNc2cccc(Cl)c2)n1C` gave RGS7-Gao 101, GSH fluor 14, Bim-Bcl-W -5, Bcl-B Bim block -7, ABCB1 block -0.1, RGS4-Gao reg 103, Bcl-XL Bim block -7, Bfl-1 Bim block -3, RGS8-Gao reg 104, ABCG2 inh 1 and Bim-Bcl-2 -6.
Cc1c(N2C(=O)c3ccccc3C2=O)c(=O)n(-c2ccccc2)n1C was read as RGS7-Gao 106, GSH fluor 9, Bim-Bcl-W 0, Bcl-B Bim block -1, ABCB1 block 0.3, RGS4-Gao reg 105, Bcl-XL Bim block 0, Bfl-1 Bim block 1, RGS8-Gao reg 105, ABCG2 inh 0 and Bim-Bcl-2 2.
COc1ccccc1/C=C1\SC(=S)N(Nc2nc(C)cc(C)n2)C1=O was read as RGS7-Gao 98, GSH fluor 22, Bim-Bcl-W -3, Bcl-B Bim block -14, ABCB1 block 0.2, RGS4-Gao reg 101, Bcl-XL Bim block 0, Bfl-1 Bim block 3, RGS8-Gao reg 95, ABCG2 inh 0 and Bim-Bcl-2 -6.

2 compounds drawn at random from those above, as already listed:
COc1ccccc1/C=C1\SC(=S)N(Nc2nc(C)cc(C)n2)C1=O was read as RGS7-Gao 98, GSH fluor 22, Bim-Bcl-W -3, Bcl-B Bim block -14, ABCB1 block 0.2, RGS4-Gao reg 101, Bcl-XL Bim block 0, Bfl-1 Bim block 3, RGS8-Gao reg 95, ABCG2 inh 0 and Bim-Bcl-2 -6.
Cc1nc(NC(=O)C2CC2)sc1C(=O)NC1CCCCC1 was read as RGS7-Gao 97, GSH fluor 11, Bim-Bcl-W 0, Bcl-B Bim block 0, ABCB1 block 0.7, RGS4-Gao reg 100, Bcl-XL Bim block 1, Bfl-1 Bim block -4, RGS8-Gao reg 98, ABCG2 inh 7 and Bim-Bcl-2 -1.

The listing continues:
OCCNc1nc2ccccc2[nH]1 was read as RGS7-Gao 97, GSH fluor 19, Bim-Bcl-W -5, Bcl-B Bim block -2, ABCB1 block 0.5, RGS4-Gao reg 101, Bcl-XL Bim block -4, Bfl-1 Bim block -2, RGS8-Gao reg 102, ABCG2 inh 3 and Bim-Bcl-2 -3.
`CCCCC(CCCCl)C(=O)Nc1ccccc1` (stereo not given) gave RGS7-Gao 101, GSH fluor 11, Bim-Bcl-W -1, Bcl-B Bim block 4, ABCB1 block 0.1, RGS4-Gao reg 102, Bcl-XL Bim block 1, Bfl-1 Bim block 4, RGS8-Gao reg 101, ABCG2 inh 5 and Bim-Bcl-2 0.
For C=CCN=C1CC(C)(C)C(C(=O)OC)C(O)=C1C(=O)CCC (stereo not given) the results were RGS7-Gao 108, GSH fluor 10, Bim-Bcl-W 0, Bcl-B Bim block -2, ABCB1 block -0.3, RGS4-Gao reg 102, Bcl-XL Bim block 1, Bfl-1 Bim block -3, RGS8-Gao reg 101, ABCG2 inh -1 and Bim-Bcl-2 -4.
Screening CC(C)N(CCn1c(SCC(=O)N2CC(=O)Nc3ccccc32)nc2ccccc2c1=O)C(C)C returned RGS7-Gao 102, GSH fluor 16, Bim-Bcl-W 0, Bcl-B Bim block -2, ABCB1 block 0.5, RGS4-Gao reg 101, Bcl-XL Bim block -2, Bfl-1 Bim block -9, RGS8-Gao reg 100, ABCG2 inh 0 and Bim-Bcl-2 -4.
Screening Cc1cccc(NCc2nnc(-c3ccccc3)o2)c1C returned RGS7-Gao 104, GSH fluor 19, Bim-Bcl-W 2, Bcl-B Bim block 0, ABCB1 block 0.4, RGS4-Gao reg 105, Bcl-XL Bim block -1, Bfl-1 Bim block -4, RGS8-Gao reg 109, ABCG2 inh 2 and Bim-Bcl-2 -5.
`COc1cccc(C2CC(c3cccc(OC)c3)n3nc(N)nc3N2)c1` (stereo not given) gave RGS7-Gao 104, GSH fluor 14, Bim-Bcl-W 3, Bcl-B Bim block 0, ABCB1 block 0.3, RGS4-Gao reg 105, Bcl-XL Bim block 0, Bfl-1 Bim block -2, RGS8-Gao reg 104, ABCG2 inh 3 and Bim-Bcl-2 3.
